V-ATPase pHluor: yeast V-ATPase proton transport regulation by pHLuorin. S. cerevisiae, pHLuorin cytosolic pH fluorescence. response, % at 10 µM. hit rate 0.37% among 350,000. AID 504577; in the data active means response mostly above about 7.3%, no sharp cut-off; inactive means mostly below about 5.4%; further: actives read high; inactives centre near 0; some compounds called inactive have numbers as strong as hits; reference of the scale not given here
* hit, by the source's call. Only part of the results is shown; count on the stated rates, not on these rows.

V-ATPase pHluor,SMILES
0,COc1ccc(S(=O)(=O)N2CCOCC2)cc1C(=O)Nc1cccc(C(=O)NC2CC2)c1
3,O=C(NC(=S)Nc1ccccc1Cl)c1cnn2c(C(F)(F)F)cc(C(F)(F)F)nc12
-5,Cc1ccc(NC(=O)CN(C)C(=O)c2cccc(S(=O)(=O)N3CCc4ccccc4C3)c2)cc1
-1,CN(C)c1ccc(N=Nc2nccs2)cc1
3,Cc1cc2nc(CN(C)C(=O)C3CCC(=O)N(C4CCCC4)C3)[nH]c2cc1C (configuration not stated)
5,CC(/C=C/c1ccccc1)=N/NC(=O)Cn1nnc(N)n1
1,C[C@@H]1CN([C@@H](C)CO)C(=O)CCCn2cc(nn2)CO[C@H]1CN(C)S(=O)(=O)c1ccccc1C#N
1,Cc1onc(-c2ccccc2)c1C(=O)Oc1ccccc1
-1,C[C@H](CO)N1C[C@H](C)[C@H](CN(C)Cc2ccc(C(=O)O)cc2)OCc2ccccc2-c2c(n(C)c3ccccc23)C1=O
-2,COc1ccc(/C=N/n2c(C)nc3sc(C)c(C)c3c2=O)cc1
-6,C[C@H]1CN([C@@H](C)CO)S(=O)(=O)c2ccc(-c3ccncc3)cc2O[C@H]1CN(C)C(=O)c1cccc(F)c1
-1,[N-]=[N+]=CC(=O)C(O)(c1ccccc1)C(Cl)c1ccccc1 (configuration not stated)
3,COc1cc(OC)cc(C(=O)NCCCCNC(=O)c2cc(OC)cc(OC)c2)c1
0,CC1=C(C(=O)N2CCOCC2)CC(CC(=O)NCC2CCCCC2)C(=O)N1Cc1ccc(F)cc1 (configuration not stated)
-2,C[C@@H]1CN([C@H](C)CO)C(=O)CCCn2nncc2CO[C@@H]1CN(C)C(=O)CCC(F)(F)F
-1,O=[N+]([O-])c1ccc(CN2CC(N3CCCC3)CS2(=O)=O)cc1 (configuration not stated)
6,Cc1ccc(S(=O)(=O)Nc2c(O)ccc3ccccc23)cc1
-1,Cc1c(Cl)cnc(NC(=O)COC(=O)c2cccc(S(=O)(=O)N3CCOCC3)c2)c1Cl
-2,COc1cccc(CN(C)C[C@H]2OCc3cnnn3CCCC(=O)N([C@@H](C)CO)C[C@@H]2C)c1
1,C[C@@H]1CN([C@H](C)CO)C(=O)CCCn2nncc2CO[C@H]1CN(C)S(=O)(=O)c1cccs1
-25,Nc1c(C(=O)N/N=C/c2cccnc2)oc2nc(-c3ccco3)cc(-c3ccco3)c12
-1,COc1ccc(S(=O)(=O)N2CCCOC2CNC(=O)C(=O)NCc2ccccc2C)cc1 (configuration not stated)
0,Cc1ccc(NS(=O)(=O)c2ccc(NC(=O)c3ccccc3C(=O)O)cc2)cc1C
1,CCc1nnc(NC(=O)Cc2ccc(OC)c(S(=O)(=O)N3CCOCC3)c2)s1
-1,N#Cc1ccc(N2C(=O)[C@@H]3C(C(=O)c4cnccn4)=NN[C@@H]3C2=O)cc1

Additional entries follow.
V-ATPase pHluor,SMILES
1,CC1=C(C(=O)N2CCOCC2)CC(CC(=O)NCC2CCCCC2)C(=O)N1CCC1=CCCCC1 (configuration not stated)
1,Cn1c(SCC(=O)NC2CCCCC2)nc2c(c1=O)SCC2
0,C[C@@H]1CN([C@H](C)CO)C(=O)CCCn2nncc2CO[C@@H]1CN(C)S(=O)(=O)c1ccc(Oc2ccccc2)cc1
3,Cc1ccc([C@H]2C[C@@H](O)[C@H](n3cc(COC(=O)c4ccccc4)nn3)CN2Cc2cccs2)cc1
1,C=CCn1c(SCC(=O)NC2CCCC2)nc2ccccc21
-2,CCOC(=O)c1ccc(C(=O)NNC(=O)C2CC=CCC2)cc1 (configuration not stated)
5,Nc1nc(N)c2cc(CNc3ccc(Cl)c(Cl)c3)ccc2n1
4,O=C(COC(=O)c1ccccc1Cl)NCc1cccs1
-2,Cc1ccc(S(=O)(=O)NN=C2CC3CC2C2CCCC32)cc1 (configuration not stated)
-2,C=CCn1c(=O)c(C(=O)Nc2ncccc2C)c(O)c2ccccc21
4,O=C(NCCCCNC(=O)c1ccccc1Br)c1ccccc1Br
0,CCCCCCNC(=O)O[C@@]12CN(S(=O)(=O)c3ccc(C)cc3)C[C@]1(O)Cn1c(=O)n(CCCCCC)c(=O)n1C2
0,COC(=O)[C@H]1C[C@@]2(O)CN(S(=O)(=O)c3ccc(C)cc3)C[C@@]2(OC(=O)NCc2ccc(OC)c(OC)c2)C[C@H]1C(=O)OC
-2,COc1cccc(CSC(C(=O)O)c2ccccc2)c1 (configuration not stated)
1,CCCCCCNC(=O)O[C@H]1Cn2c(=O)ccc(=O)n2[C@@H]2CN(S(=O)(=O)c3ccc(C)cc3)C[C@]12O
1,S=C(NCCc1ccccc1)N/N=C/c1cccs1
2,COc1ccc(NC(=O)C[C@H]2C(=O)N(Cc3ccccc3)C[C@@H]2Cc2ccccc2)cc1
-1,COc1ccc(OCC(O)CNS(=O)(=O)c2ccc(C)cc2)cc1 (configuration not stated)
0,CCn1c(=O)c2[nH]c(SC)nc2n(CC)c1=O
0,O=P(O)(Cc1ccccc1)c1ccccc1
1,O=C(CN1CCCc2ccccc21)Nc1cccc(S(=O)(=O)N2CCCC2)c1
-1,Cc1ccccc1C(=O)N(C)[C@H]1C[C@H]2c3[nH]c4ccccc4c3CCN2C(=O)[C@H]1[C@H](C)O
2,O=C(NCC1CCCO1)c1cccc(S(=O)(=O)Nc2ccccc2Cl)c1 (configuration not stated)
0,COc1ccc(OC)c(/C=N/n2c(C)nc3ccccc3c2=O)c1
-1,Cc1cc(=O)c2c(=O)[nH][nH]c2[nH]1

Remaining list, next part
V-ATPase pHluor,SMILES
0,FC(F)(F)c1cccc(CC2CN(Cc3ccccc3)Cc3ccccc3N2c2cc(Cl)cc(Cl)c2)c1 (configuration not stated)
0,CCCC(=O)N(Cc1cc2cc(OC)ccc2[nH]c1=O)c1ccccc1OC
-3,Cc1noc(C)c1S(=O)(=O)N(C)C[C@@H]1OCc2cnnn2CCCC(=O)N([C@H](C)CO)C[C@@H]1C
1,COc1ccc([C@H]2C[C@@H](n3cc(-c4ccc(F)cc4)nn3)[C@H](O)CN2Cc2cccs2)cc1
-1,O=C(c1ccc(Br)cc1)N1CCN(c2ccccn2)CC1
-1,C/C(=N\NC(=S)Nc1ccccc1)C1Cc2ccccc2C(=O)O1 (configuration not stated)
0,COc1ccc(OC)c(-c2nn(-c3ccccc3)cc2C(=O)NC2(C)CCS(=O)(=O)C2)c1 (configuration not stated)
0,O=C(O)/C(=C\c1ccccc1)c1ccc2ccccc2c1
0,C[C@@H]1CN([C@H](C)CO)C(=O)CCCn2nncc2CO[C@H]1CN(C)Cc1cccc(O)c1
-1,COc1ccccc1CN(C)C[C@@H]1OCc2cnnn2CCCC(=O)N([C@H](C)CO)C[C@H]1C
1,COc1ccc(NC(=O)CN(C)C(=O)c2ccc3c(c2)CC(c2ccccc2)OC3=O)cc1 (configuration not stated)
2,CCOC(=O)C1=C(C)NC(C)=C(C(=O)OCC)C1c1cccc([N+](=O)[O-])c1
-2,CC[C@@H](NCCCn1cnc2c(SC)ncnc21)c1ccccc1
-1,Cc1ccc(NC(=O)c2cc(S(=O)(=O)N3CCCCC3)ccc2N2CCOCC2)c(C)c1
-2,COc1ccccc1C(=O)N/C(=C/c1ccc(Br)cc1)C(=O)N1CCOCC1
-1,Cc1ccc(Cc2c(-c3ccccc3)nc3ccc(Cl)cn23)cc1
-3,c1ccc2c(-c3nc4ccccc4[nH]3)cccc2c1
1,CC(Oc1ccccc1)C(=O)N1CCN(S(=O)(=O)c2ccc(OC(F)(F)F)cc2)CC1 (configuration not stated)
0,C[C@H]1CN([C@@H](C)CO)C(=O)c2cc(Br)cnc2O[C@@H]1CN(C)S(=O)(=O)c1ccccc1
0,O=[N+]([O-])c1ccc(O)c(C=NN2CCCCC2)c1
-3,CCCCCCN1C[C@@H](O)[C@H](n2cc(COC(=O)c3ccccc3)nn2)C[C@@H]1c1ccc(Cl)cc1
4,Cc1ccc(C)c(NC(=S)NC(=O)c2cncc(Br)c2)c1
-3,CC(=O)c1c(C)[nH]c(C(=O)NCc2ccc(Cl)cc2)c1C
3,O=C(CN1CCN(C(=O)CCC(=O)N2CCC(c3ccccc3)=N2)CC1)Nc1cccc(F)c1
1,O=C1CCC(c2ccccc2)c2ccccc21 (configuration not stated)

Next section
V-ATPase pHluor,SMILES
-1,COc1ccc(CCNC(=O)CNC(=O)N2CC(=O)Nc3ccccc32)cc1
0,COc1ccc(NC(=O)c2ccc(S(=O)(=O)N(C)c3ccccc3)cc2)cc1S(=O)(=O)N1CCOCC1
-1,O=c1c2ccccc2c2ccccc2c(=O)n1Nc1ccccc1
1,CCCN1C(=O)/C(=C/c2ccc(OCc3ccc(C(=O)O)cc3)c(OC)c2)NC1=S
-4,Cc1noc(C)c1CCC(=O)Nc1cc(Cl)ccc1C(=O)O
-1,O=C(Nc1ccc(S(=O)(=O)Nc2ncccn2)cc1)c1ccc(Br)cc1
-1,COCOCCn1cc(CN2CCS(=O)(=O)N(Cc3ccc(-c4ccc(Cl)cc4)cc3)C(CC(C)C)C2=O)nn1 (configuration not stated)
-1,Cn1c(SCC(=O)NC2CCCCC2)nnc1C(F)(F)F
1,Cc1ccc(OCc2nnc(N)s2)cc1C
1,COc1ccc(NC(=O)Nc2ccc(O)c3ccccc23)cc1
1,CSc1ncnc2c1ncn2CCCNCc1cccc2ccccc12
1,CCCCN1C[C@H](c2ccc(OC)cc2)[C@@H](CC(=O)Nc2ccc(OC)cc2)C1=O
-1,O=C(CN1CCN(C(=O)CNC(=O)c2ccc(-c3ccccc3)cc2)CC1)Nc1ccccc1Cl
0,N/C(=N\OC(=O)/C=C/c1ccccc1Cl)c1cccnc1
5,Cc1ccc(C(=O)Nc2cccc3ccccc23)o1
3,C1CCN(CCC2CCCCN2)CC1 (configuration not stated)
-3,C[C@@H]1CN([C@@H](C)CO)C(=O)CCCn2nncc2CO[C@H]1CN(C)Cc1ccc2cccnc2c1
-1,O=c1[nH]c(-c2ccccc2)ncc1Oc1ccccc1
1,Cc1ccc(S(=O)(=O)N2CC3(O)CN(C(=O)OC(C)C)N(C(=O)OC(C)C)CC3(OC(=O)NCc3ccco3)C2)cc1 (configuration not stated)
0,CC(=O)N(CCc1ccccc1)c1ccc2c(c1)C1CC2CCN1C(=O)OCc1ccccc1 (configuration not stated)
-5,O=C(Nc1ccccc1)Nc1ccc(O)c2ccccc12
-1,C[C@H]1CN([C@@H](C)CO)C(=O)CCCn2cc(nn2)CO[C@@H]1CN(C)S(C)(=O)=O
-1,CC1CCCC(C)N1C(=O)CN1C(=O)NC2(CCCCCC2)C1=O (configuration not stated)
0,CC1=C(C(=O)N(C)C)CC(CC(=O)NCCCCc2ccccc2)C(=O)N1Cc1ccc(F)cc1 (configuration not stated)
-2,O[C@@H]1C[C@H](c2ccccc2)N(Cc2cccs2)C[C@H]1n1cc(C2CC2)nn1

Carrying on.
V-ATPase pHluor,SMILES
0,CC[C@H](C)[C@H]1CNC(=S)N1CC1CCN(CCC(C)C)CC1
-1,COc1ccc([C@H]2N[C@]3(CCCN(Cc4ccc(Br)cc4)C3=O)[C@H]3C(=O)N(C)C(=O)[C@@H]23)cc1
4,C[C@@H]1CN([C@H](C)CO)C(=O)c2cc(Br)cnc2O[C@H]1CN(C)C(=O)Nc1ccc2c(c1)OCO2
2,C[C@@H]1CCCCO[C@H](CN(C)C(=O)Nc2ccc(F)cc2)[C@@H](C)CN([C@H](C)CO)C(=O)c2cc(N(C)C)ccc2O1
1,COc1ccccc1Nc1nc(NCCC(C)C)nc(N)c1[N+](=O)[O-]
0,CCOc1ccc(/C=C/C(=O)N(CC)CC(=O)Nc2c(F)cccc2F)cc1OC
-1,CCOC(=O)C1CN(C(=O)OCC)CC1=NNC(N)=O (configuration not stated)
2,O=C(NC1(C(F)(F)F)N=C2SCCN2C1=O)c1ccccc1F (configuration not stated)
3,Cc1noc(C)c1CCC(=O)Nc1cc(C(=O)O)ccc1Cl
1,O=C([C@@H]1CCCN1C1=NS(=O)(=O)c2ccccc21)N1CCN(c2ccccc2)CC1
3,CC(=O)c1ccc(NC(=O)c2cn(C)c(=O)c3ccccc23)cc1
2,Cc1c(-c2ccc(OCCN3CCCCC3)cc2)c(=O)oc2ccc3ccccc3c12
2,CCCCCC(=O)N1C[C@H](n2cc(C3CC3)nn2)[C@@H](O)C[C@@H]1c1ccc(Cl)cc1
-2,COc1ccc(CN2C(=O)c3ccccc3C2=O)cc1C(=O)N(C)CC(=O)Nc1ccc(C)cc1

Molecules shown so far with a Cl atom:
V-ATPase pHluor,SMILES
3,O=C(NC(=S)Nc1ccccc1Cl)c1cnn2c(C(F)(F)F)cc(C(F)(F)F)nc12
-1,[N-]=[N+]=CC(=O)C(O)(c1ccccc1)C(Cl)c1ccccc1 (configuration not stated)
-1,Cc1c(Cl)cnc(NC(=O)COC(=O)c2cccc(S(=O)(=O)N3CCOCC3)c2)c1Cl
5,Nc1nc(N)c2cc(CNc3ccc(Cl)c(Cl)c3)ccc2n1
4,O=C(COC(=O)c1ccccc1Cl)NCc1cccs1
2,O=C(NCC1CCCO1)c1cccc(S(=O)(=O)Nc2ccccc2Cl)c1 (configuration not stated)
0,FC(F)(F)c1cccc(CC2CN(Cc3ccccc3)Cc3ccccc3N2c2cc(Cl)cc(Cl)c2)c1 (configuration not stated)
-1,Cc1ccc(Cc2c(-c3ccccc3)nc3ccc(Cl)cn23)cc1
-3,CCCCCCN1C[C@@H](O)[C@H](n2cc(COC(=O)c3ccccc3)nn2)C[C@@H]1c1ccc(Cl)cc1
-3,CC(=O)c1c(C)[nH]c(C(=O)NCc2ccc(Cl)cc2)c1C
-4,Cc1noc(C)c1CCC(=O)Nc1cc(Cl)ccc1C(=O)O
-1,COCOCCn1cc(CN2CCS(=O)(=O)N(Cc3ccc(-c4ccc(Cl)cc4)cc3)C(CC(C)C)C2=O)nn1 (configuration not stated)
-1,O=C(CN1CCN(C(=O)CNC(=O)c2ccc(-c3ccccc3)cc2)CC1)Nc1ccccc1Cl
0,N/C(=N\OC(=O)/C=C/c1ccccc1Cl)c1cccnc1
3,Cc1noc(C)c1CCC(=O)Nc1cc(C(=O)O)ccc1Cl
2,CCCCCC(=O)N1C[C@H](n2cc(C3CC3)nn2)[C@@H](O)C[C@@H]1c1ccc(Cl)cc1

Screens as filed in PubChem.
